15-hLO-2 inh: qHTS Assay for Inhibitors of 15-hLO-2 (15-human lipoxygenase 2) | purified 15hLO-2, xylenol orange hydroperoxide absorbance | Polyunsaturated fatty acid lipoxygenase ALOX15B (Homo sapiens), O15296 | actives 0.56% (n = 110,000) | AID 881, 2007 | Potency, µM (top dose mostly 57.1 µM), inactives show at the top dose activity change, negative = inhibition, most hits filed as inhibitors; also: potency is read from the fitted curve at half-maximal effect; nearly all actives have a fitted effect of over 60% in size; many of its hits are not listed in these tables
Target sequence (O15296 whole entry, looked up): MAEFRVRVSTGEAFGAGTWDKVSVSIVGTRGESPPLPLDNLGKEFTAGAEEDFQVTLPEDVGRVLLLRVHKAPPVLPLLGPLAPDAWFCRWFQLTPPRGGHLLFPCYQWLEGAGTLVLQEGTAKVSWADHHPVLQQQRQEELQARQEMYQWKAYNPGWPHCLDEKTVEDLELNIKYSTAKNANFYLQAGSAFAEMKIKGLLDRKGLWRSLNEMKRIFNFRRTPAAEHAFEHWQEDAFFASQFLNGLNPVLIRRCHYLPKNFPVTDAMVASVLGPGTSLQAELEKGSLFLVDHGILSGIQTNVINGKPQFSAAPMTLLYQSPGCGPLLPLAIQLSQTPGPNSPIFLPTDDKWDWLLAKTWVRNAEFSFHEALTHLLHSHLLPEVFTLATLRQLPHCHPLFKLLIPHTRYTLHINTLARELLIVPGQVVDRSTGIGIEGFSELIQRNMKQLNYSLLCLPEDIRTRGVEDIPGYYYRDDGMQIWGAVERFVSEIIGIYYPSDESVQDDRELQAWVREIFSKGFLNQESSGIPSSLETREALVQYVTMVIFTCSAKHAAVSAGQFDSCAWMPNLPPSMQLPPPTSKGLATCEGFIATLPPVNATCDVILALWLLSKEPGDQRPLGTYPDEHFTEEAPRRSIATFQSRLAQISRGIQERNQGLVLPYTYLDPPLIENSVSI
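Enzyme 50 nM, AA 45 uM, 25 mM Hepes pH 7.5 + 0.01% Triton X-100; cpd preinc 15 min RT, rxn 90 min RT; stop/detect with 200 uM XO + 300 uM Fe(II) in 50 mM H2SO4, 30 min; A573/A405.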
PNC inhibitor: High Content Assay for Compounds that inhibit the Assembly of the Perinucleolar Compartment; PC3M PTB-GFP, PNC prevalence imaging, 16 h; stronger effect = lower value; activity change (PNC), negative = inhibition, % at 10 µM; actives 3.1% (n = 140,000);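 active = readout at or below -70, meaning at least 70% loss of cells showing the perinucleolar compartment, a nuclear body marking cancer cells; inconclusive = readout between -30 and a set limit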;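 also: plate controls were DMSO wells for no effect and camptothecin positive control wells for full effect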
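Read-out is percentage of cells bearing a perinucleolar compartment, from automated 20x imaging of fixed, Hoechst-stained PC3M PTB-GFP cells. Cells were seeded 4 h, then exposed 16 h to compound (23 nl of library stock) in duplicate plates.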
IMPase cell inh: qHTS Assay for Identifying the Cell-Membrane Permeable IMPase Inhibitors | CHO-M1 cells, IP1 accumulation, HTRF TR-FRET ratio | Inositol monophosphatase 1 (Rattus norvegicus), P97697 | 120,000 tested, under 10 active | inhibition (IP1 accumulation), % at 46.1 µM | AID 901, 2007; active = well fitted curve in the direction sought with a large enough effect in the signal ratio, not every such curve was filed as active; inconclusive = small, poorly fitted or top-dose-only effect, or a change in a side signal; inactive = no such curve, though single readings can be large or run the other way; the % refers to the signal ratio;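 also: cells stimulated with carbachol in lithium chloride buffer; plate controls were DMSO basal wells for no effect and reference inhibitor wells for full effect; higher means more IMPase inhibition seen as more IP1 and lower FRET ratio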
Target sequence (P97697 whole entry, looked up): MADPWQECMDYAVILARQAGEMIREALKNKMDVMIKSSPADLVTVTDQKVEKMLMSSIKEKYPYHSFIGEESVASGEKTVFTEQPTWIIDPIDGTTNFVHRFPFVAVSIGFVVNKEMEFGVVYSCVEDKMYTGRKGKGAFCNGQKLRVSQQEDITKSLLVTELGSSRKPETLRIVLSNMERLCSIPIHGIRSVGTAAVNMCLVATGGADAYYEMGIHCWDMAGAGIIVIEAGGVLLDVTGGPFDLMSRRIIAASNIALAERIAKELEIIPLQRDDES
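In this qHTS, compounds (final up to 46 uM) act on CHO-M1 cells that are then activated through the M1 receptor with carbachol, in pH 7.4 buffer containing 50 mM LiCl, for 30 min. IP1 accumulation is quantified by the IP-One immunoassay.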
ALOX12 inhib: qHTS Assay for Inhibitors of 12-hLO (12-human lipoxygenase). Polyunsaturated fatty acid lipoxygenase ALOX12 (Homo sapiens), P18054. purified 12-hLO, xylenol orange hydroperoxide absorbance. Potency, µM (highest dose often 57.1 µM), for the others: at the top dose activity change, negative = inhibition, hits mostly inhibitors. actives 0.12% (n = 150,000). AID 1452, 2008; also: potency is read from the fitted curve at half-maximal effect; nearly all actives have a fitted effect of over 55% in size; many of its hits are not listed in these tables
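Xylenol orange chromogenic assay: hydroperoxide from 12hLO oxidises Fe(II), giving red-shifted Fe(III)-XO absorbance. Conditions: 150 nM enzyme, 40 uM arachidonic acid, 25 mM Hepes pH 7.0, 0.01% Triton X-100, 30 min, room temperature.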
Starred values were filed as active, the others as inactive; ? = inconclusive; / = no result given; & = joins results of further samples; [ ] = another dose, or the depositor's remark. Unless noted, calls follow the shape of the dose curve; as a rule, active = well fitted curve in the direction sought with a large enough effect; inconclusive = small, poorly fitted or top-dose-only effect, or another doubt; inactive = no such curve, though single readings can be large; an effect the other way counts as inactive or inconclusive. Unless noted, % is scaled to controls: 0 for no effect and ±100 for the full control effect. The list is partial (hit frequency here may not be typical).

SMILES | 15-hLO-2 inh | PNC inhibitor | IMPase cell inh | ALOX12 inhib
Cc1cccc(S(=O)(=O)Nc2ccc(-c3cn4ccccc4n3)cc2)c1 | / | ? | 6 | -4%
O=C(c1cccc([N+](=O)[O-])c1)N1CCN(c2ccccn2)CC1 | / | -15 | / | -5%
COc1ccccc1CC(NC(C)=O)C(=O)NC1CCN(C(=O)c2ccc([N+](=O)[O-])cc2)CC1 (stereo not given) | / | 89 | 3 | 0%
O=C(COc1ccc2ccccc2c1)NNC(=O)c1cnccn1 | / | -25 | / | 1%
COc1ccc(/C=N/NC(=O)c2cccc(Br)c2)cc1Cn1cc(Cl)cn1 | / | 57 | 11 | 4%
Cn1c(SCC(=O)N2CCOCC2)nnc1-c1ccc(Cl)cc1Cl | -21% | ? | 8 | 1%
CCC1OC23CCCCC2C(C#N)(C(=N)O3)C1(C#N)C#N (stereo not given) | 4% | 26 | 1 | 0%
CCOC(=O)c1cc2occc2n1CC(=O)N1CCN(C(=O)c2ccco2)CC1 | 0% | 15 | ? | -4%
COC(=O)/C=c1/sc2nc3ccccc3n2c1=O | ? | -25 | -2 | 6%
O=S(=O)(NCc1ccccc1)c1ccc(Cl)c(S(=O)(=O)NCc2ccccc2)c1 | -2% | ? | -6 | -4%
CCCCCCCCCCCCOCC1CO1 (stereo not given) | -6% | / | / | 1%
CC(/C=C/C=C(C)/C=C/C(=O)O)=C\C=C\C=C(C)\C=C\C=C(C)\C=C\C(=O)O | ? | / | / | -3%
O=C(Nc1nnc(-c2ccc(Cl)cc2)o1)c1nc2ccccc2s1 | 7% | ? | 7 | 2%
CCOC(=O)c1c(N2C(=O)C=CC2=O)sc(C)c1C | ? | ? | -14 | -29%
Cc1cc(=O)oc2cc(OCC(=O)N/N=C/c3ccccc3[N+](=O)[O-])ccc12 | / | -9 | 9 | 2%
O=C(c1cc2nc(-c3ccco3)cc(C(F)(F)F)n2n1)N1CCc2ccccc2C1 | -15% | -9 | 3 | -4%
CCC(Sc1nc2ccccc2s1)C(=O)Nc1nnc(C)s1 (stereo not given) | -7% | ? | 7 | -12%
O=C(CC1(O)C(=O)Nc2ccccc21)c1ccc2c(c1)OCO2 (stereo not given) | -9% | -7 | 2 | -4%
CCC(=O)N1CCc2cc(S(=O)(=O)NC(C(=O)NCc3ccc(C)cc3)C(C)C)ccc21 (stereo not given) | -19% | -4 | -1 | -3%
O=C(NCc1ccc(Cl)cc1)C1CCCN(S(=O)(=O)c2cnc[nH]2)C1 (stereo not given) | 0% | ? | 1 | -1%
OCC1CCCN(C(=S)NCCc2ccccc2)C1 (stereo not given) | 9% | 39 | -1 | 7%
COc1ccc(N2Cc3cccc(C(=O)O)c3C2=O)cc1 | -11% | -23 | 5 | -3%
CN(C)CCNC(=O)c1ccc(Cl)s1 | 9% | ? | 5 | 4%
CCOC(=O)N1CCN(C(=O)C2CCN(C(=O)c3cc4sccc4n3CC)CC2)CC1 | / | 33 | ? | 3%
Cc1ccc(-c2nnn(CC(=O)N(CC3CCCO3)C(C(=O)NCC3CCCO3)c3ccc(F)cc3)n2)o1 (stereo not given) | / | 169 | 3 | 0%
CC(C)(C)N=C1NC(=NC(C)(C)C)c2ccccc21 | 30% | ? | 12 | -1%
O=[N+]([O-])c1cc2oc3c(c2c(C=NCc2ccccc2)c1O)CCCC3 | / | 18 | / | -5%
CC1CCC(C(C)C)C(OC(=O)Cn2c(-c3ccccc3)[n+](C)c3ccccc32)C1 (stereo not given) | / | ? | 3 | 2%&0%
Cn1c(CCNC(=O)c2ccc(Cl)c(Cl)c2)nnc1SCc1ccc(Cl)c(Cl)c1 | 26% | 19 | -2 | 3%
COC(=O)C1CC(c2c(OC)cc(OC)cc2OC)=NO1 (stereo not given) | / | -25 | 0 | -11%
CC1(C)C(=O)Nc2ccccc2N1C(=O)COC(=O)c1cc([N+](=O)[O-])ccc1N | / | 44 | 14 | -4%
Cc1ccc2c(CSc3nnc(N)s3)cc(=O)oc2c1 | -3% | 19 | -1 | -11%
CC(C)OC(=O)CSc1nc(N)c(C#N)c(-c2cccs2)c1C#N | -2% | 33 | 7 | -5%
COc1ccccc1N1C(=O)CC(Sc2ncccc2C(=O)O)C1=O (stereo not given) | / | -100* | 3 | 1%
O=C(c1ccc(Cl)c(Cl)c1)N1CCC(=O)N(C(COCc2ccccc2)Cc2ccccc2)CC1 (stereo not given) | / | 54 | / | -4%
CCC(C)(C)NC(=O)C(c1ccc(OC)cc1)N(Cc1ccco1)C(=O)CCC(=O)Nc1cc(C)on1 (stereo not given) | / | 271 | -3 | 1%
O=C(NNS(=O)(=O)c1cccc(Cl)c1Cl)c1cccc(S(=O)(=O)N2CCOCC2)c1 | / | ? | 10 | 3%
CCn1ncc(C2=NOC(C(=O)Nc3c(C)n(C)n(-c4ccccc4)c3=O)C2)c1C (stereo not given) | 7% | -20 | -2 | 6%
CCCC(=O)Nc1nc(-c2ccc3c(c2)OCCO3)cs1 | 0% | ? | -14 | -13%
CCn1c(SCC(=O)Nc2ccc(-c3nc4ccc(C)cc4s3)cc2)nnc1-c1ccccc1 | / | -10 | / | -1%

2 entries drawn at random from the list so far, as already listed:
SMILES | 15-hLO-2 inh | PNC inhibitor | IMPase cell inh | ALOX12 inhib
CCCC(=O)Nc1nc(-c2ccc3c(c2)OCCO3)cs1 | 0% | ? | -14 | -13%
O=[N+]([O-])c1cc2oc3c(c2c(C=NCc2ccccc2)c1O)CCCC3 | / | 18 | / | -5%

Another view of some results above:
SMILES	15-hLO-2 inh	PNC inhibitor	IMPase cell inh	ALOX12 inhib
COc1ccccc1N1C(=O)CC(Sc2ncccc2C(=O)O)C1=O (stereo not given)	/	-100*	3	1%
COc1ccc(N2Cc3cccc(C(=O)O)c3C2=O)cc1	-11%	-23	5	-3%

Remaining list, next part
SMILES | 15-hLO-2 inh | PNC inhibitor | IMPase cell inh | ALOX12 inhib
COc1ccc(-c2[nH]c(-c3ccccc3)nc2SCC(=O)NCc2ccco2)cc1OC | -6% | 19 | -3 | 1%
Cc1ccc(CCN2CC(C(=O)NCCCN3CCOCC3)CC2=O)cc1 (stereo not given) | -5% | -6 | 9 | 1%
CCOc1ccccc1C(=O)N1CCC(n2nnc3cc(C)ccc32)CC1 | 1% | 21 | 5 | -3%
COCC(=O)N(C)c1nnc(-c2ccc([N+](=O)[O-])cc2)s1 | -10% | 37 | ? | 9%
NS(=O)(=O)c1ccc(CCNC(=O)CN2CCN(c3ccc(F)cc3)CC2)cc1 | / | 75 | / | 2%
CN(C)CCCNCCNC(=O)/C=N\O | 6% | -12 | 6 | -11%
COc1cc(-c2nc(S(=O)(=O)c3ccc(Cl)cc3)c(N3CCOCC3)o2)cc(OC)c1OC | 0% | 67 | 1 | 4%
CCN(C(=O)CCc1nc(-c2ccc(OC)cc2)no1)c1cc(OC)ccc1OC | 4% | 1 | 6 | -4%
Cc1c(C(O)CN2CCN(Cc3ccc4c(c3)OCO4)CC2)c2ccccc2n1C (stereo not given) | 20% | 3 | 14 | -13%
CCCC(C(=O)NC1CCCC1)N(CCCN1CCOCC1)C(=O)c1snc(C(N)=O)c1N (stereo not given) | -6% | 30 | -2 | -7%
COc1ccc2nc(NC(=O)C3CCN(S(=O)(=O)c4cnc[nH]4)CC3)sc2c1 | -1% | 20 | 10 | -5%
Cc1cccc(N(C(=O)c2nsc(Cl)c2Cl)C(C(=O)NC2CCCC2)c2ccc(O)cc2)c1 (stereo not given) | / | -10 | / | -9%
COC(=O)c1nn(-c2ccccc2)c(=O)cc1Oc1ccccc1 | 0% | 9 | 2 | -7%
O=C(CN1NS(=O)(=O)c2ccccc2C1=O)Nc1ccccc1OC(F)F | -4% | 6 | 2 | 0%
CC1Cn2c(nc3c2c(=O)[nH]c(=O)n3C)O1 (stereo not given) | -2% | 3 | -1 | 6%
Cc1nc2nc[nH]n2c(=O)c1CCC(C)C | 1% | 49 | 2 | 2%
O=C(CN1N=C(c2ccccc2)CCC1=O)NCc1ccco1 | / | 1 | 10 | -7%
Cc1ccc(S(=O)(=O)NCCCCCC(N)=O)cc1 | -1% | -17 | 0 | -3%
CN(C)c1c(N)[nH]c2c(c1=O)c(=O)n(C)c(=O)n2C | / | 43 | / | 3%
Cc1cc(C)c(S(=O)(=O)/N=C2\C=CC(=O)C(Cl)=C2)c(C)c1 | ? | -14 | 5 | ?

3 of the entries above in order of the IMPase cell inh value, high to low:
mol,IMPase cell inh
Cc1cc(C)c(S(=O)(=O)/N=C2\C=CC(=O)C(Cl)=C2)c(C)c1,5
Cc1nc2nc[nH]n2c(=O)c1CCC(C)C,2
CCCC(C(=O)NC1CCCC1)N(CCCN1CCOCC1)C(=O)c1snc(C(N)=O)c1N (stereo not given),-2

(next part)
SMILES | 15-hLO-2 inh | PNC inhibitor | IMPase cell inh | ALOX12 inhib
COc1ccc(-c2[nH]n(-c3ccc([N+](=O)[O-])cc3)c(=O)c2C=NCc2ccncc2)cc1 | / | -26 | / | 30%
COC(=O)Cc1c(C)c2ccc(OC(=O)c3ccco3)cc2oc1=O | -6% | -2 | -20 | -4%
O=C(NCCC1=CCCCC1)c1ccc(Br)o1 | -17% | ? | 0 | -7%
Cc1ccc(C(=O)Nc2sc3c(c2C#N)CCCCC3)cc1C | / | ? | 1 | -1%
O=C(CCCOc1ccc(Cl)cc1Cl)Nc1ccncc1 | 33%[activator] | 11 | -9 | -13%
Cc1cc(C)nc(N2CCCC(C(=O)NC3CCCC3)C2)n1 (stereo not given) | -7% | 9 | 1 | -7%
CCOC(=O)c1c(C)[nH]c(NC(=O)N2CCOCC2)c1C | -9% | 14 | -4 | -5%
Cc1cc2ncn(CC(=O)O)c2cc1C | -5%[11.4 µM] | / | / | -3%[11.4 µM]
CCNS(=O)(=O)c1ccc(NC(=O)Nc2cccc(OC)c2)cc1 | 3% | 2 | -16 | -3%
O=C(Nc1ccc(O)cc1)c1cc2n(n1)C(C(F)(F)F)CC(c1ccco1)N2 (stereo not given) | -5% | -16 | 18 | -6%
Cc1ccccc1NC(=O)c1c(Cl)nc(C)c(Cl)c1C | / | 34 | / | -1%
c1ccc(SCc2nc3ccccc3[nH]2)nc1 | 10% | 12 | 2 | 4%
COCCNC(=O)COc1cc(=O)n(C)c2ccccc12 | -3% | -10 | -4 | -5%
CCCC(=O)NCCSC | 1% | -17 | -5 | 5%
COc1cccc(CNC(=O)CCCNS(=O)(=O)c2cccs2)c1 | 8% | 47 | -8 | -1%
Cc1nn(Cc2ccccc2)c2sc(C(=O)N3CCN(Cc4ccc5c(c4)OCO5)CC3)cc12 | 56%[activator] | 7 | 16 | -15%
O=C(COC(=O)CCc1nc2ccccc2s1)Nc1cccc(S(=O)(=O)N2CCOCC2)c1 | 3% | 14 | -4 | -6%
C=CCNC(=O)c1ccc(-c2nc(-c3ccc(Cl)c(Cl)c3)cs2)cc1 | 2% | 57 | 1 | -1%
CCCSc1cc(=O)n(-c2ccccc2)nc1C(=O)OCC | 3% | -20 | 7 | -5%
NCCCNCCSP(=O)(O)O | -7% | / | -3 | -2%
CC(C)c1ccc(N=c2c([N+](=O)[O-])nn(-c3ccc4c(c3)OCCO4)n2O)cc1 | ? | 11 | 12 | -2%
O=C(CN1CCN(C2CCCCC2)CC1)NCCC1=CCCCC1 | -14% | -1 | 2 | -3%
COC(=O)c1sccc1NC(=O)c1sccc1C | / | -100* | 4 | -2%
Cc1ccc(-c2nn(CCC(=O)O)cc2CCC(=O)O)cc1 | -5% | ? | -5 | -5%
O=c1[nH]c(-c2cccnc2)nc2ccccc12 | -5% | ? | -12 | -1%
CN(C)C(=O)CN1C(=O)C2CC=C(Cl)CC2C1=O (stereo not given) | -11% | -25 | -2 | 2%
